p53 reactivation = restores transcriptional activity of mutant p53 | 0.063% of 320,000 active | H1299 p53-A138V BP100-luciferase reporter, luminescence, 24 h | Potency, µM (highest dose often 92.2 µM), inactives show top-dose activity change, positive = activation, hits mostly activators; also: % of control where 0% means no effect; nearly all actives have a fitted effect of over 45% in size
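H1299 (p53-null), stable ts p53-A138V + BP100-Luc; 1000 cells/well, Opti-MEM/10% FBS; cpd 4 pt, 1:5; 24 h, 37 deg C, 5% CO2; detection reagent 10 min RT; luminescence.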
uPA generation = blocks generation of uPA at the cell surface; cell surface uPA generation assay, qHTS; Potency, µM (top dose mostly 38.3 µM), for the others: at the highest dose activity change, negative = inhibition, hits mostly inhibitors; 0.31% of 330,000 active; AID 540303; active = well fitted inhibition curve with a large enough effect; inconclusive = small, poorly fitted or top-dose-only effect; inactive = no such curve, though single readings can be large or run the other way; tested in mouse RAW 264.7 cells; also: % is scaled to controls: 0 for no effect and ±100 for the full control effect; nearly all actives have a fitted effect of over 55% in size
BRCA1 expr act = activators of BRCA1 expression. MCF7-BRCA1-FFLuc reporter, luminescence, 48 h; response scale: scaled: vehicle 0%, 10 µM genistein 100%. Potency, µM (titrated, usually from 46.1 µM), without a hit: at the top dose activation, actives largely listed as activators. 1.1% of 380,000 active; also: nearly all actives have a fitted effect of over 80% in size; some results filed as inactive show a strong effect at the top dose
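Cells: MCF7-BRCA1-FFLuc, 2000/well. Exposure: 48 h, 37 °C, 5% CO2. Read: luminescence, 15 min post-substrate. Controls: genistein 10 microM (maximal activation), DMSO (neutral).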
MLL CXXC-DNA inh = inhibitors of human MLL CXXC domain-DNA interaction; AID 2662; 0.037% of 290,000 active; MLL-CXXC / FITC-HOXA9 DNA fluorescence polarization; Potency, µM (titrated, usually from 115 µM), for inactives: at the top dose activity change, negative = inhibition, hits mostly inhibitors; active = well fitted inhibition curve with a large enough effect in the polarisation, with a control signal flat, not every such curve was filed as active; inconclusive = small, poorly fitted or top-dose-only effect, or effect the other way, or a change in a side signal; inactive = no such curve, though single readings can be large or run the other way; the % refers to the polarisation
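Fluorescence polarization: 7 uM MLL-CXXC (stock) preincubated 5 min with compounds, then 50 nM fluorescein-HOX-A9 DNA (stock) added; 30 min ambient. Buffer 50 mM Tris-HCl pH 7.5, 50 mM NaCl, 1 mM DTT, 0.05% BSA.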
RORgamma inh = inhibitors of mouse ROR gamma transcriptional activity | Potency, µM (highest dose often 53.6 µM), for inactives: at the top dose activity change, negative = inhibition, hits mostly inhibitors | P51450 | Drosophila S2 Gal4-RORgamma UAS-luciferase reporter, 20 h | 5.4% of 310,000 active; also: % is scaled to controls: 0 for no effect and ±100 for the full control effect; nearly all actives have a fitted effect of over 60% in size
Target sequence (P51450 whole entry, looked up, the tested form may be a part): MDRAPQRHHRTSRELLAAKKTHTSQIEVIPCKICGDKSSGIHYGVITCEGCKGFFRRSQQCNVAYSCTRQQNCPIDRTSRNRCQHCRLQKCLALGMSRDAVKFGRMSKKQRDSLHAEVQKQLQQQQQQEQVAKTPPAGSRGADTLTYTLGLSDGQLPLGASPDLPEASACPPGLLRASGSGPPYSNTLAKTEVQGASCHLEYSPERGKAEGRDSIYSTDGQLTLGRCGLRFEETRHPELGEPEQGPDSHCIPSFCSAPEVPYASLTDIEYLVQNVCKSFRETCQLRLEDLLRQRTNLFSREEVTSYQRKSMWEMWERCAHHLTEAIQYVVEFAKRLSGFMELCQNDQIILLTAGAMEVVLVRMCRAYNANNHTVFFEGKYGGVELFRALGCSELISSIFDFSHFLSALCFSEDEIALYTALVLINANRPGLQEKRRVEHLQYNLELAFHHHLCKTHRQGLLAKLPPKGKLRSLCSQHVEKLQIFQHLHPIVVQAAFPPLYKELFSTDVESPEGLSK
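Stably transfected Drosophila Schneider cells are the test system, with ROR gamma fused to Gal4 and luciferase under UAS control; luminescence is read after 20 hr of 700 uM copper sulfate induction at ambient temperature.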
Rab9 prom act = activates the Rab9 promoter; Huh7 Rab9 promoter-luciferase reporter, luminescence, 24 h; Potency, µM (highest dose often 9.22 µM), without a hit: at the top dose activation, negative = inhibition, most hits filed as activators; 2.8% of 320,000 active; also: % of control where 0% means no effect; nearly all actives have a fitted effect of over 60% in size
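Stable Rab9-luc Huh7, 1500 cells/well, 2 h settle; cmpd in DMSO, 24 h, 37 °C/5% CO2; luciferase reagent 10 min RT; luminescence.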
FLuc modulator = inhibits or activates purified firefly luciferase, miR-21 counter-screen. P08659. purified FLuc, Km substrates, luminescence inhibition. Potency, µM (series often up to 57.5 µM), inactives show at the top dose activity change, negative = inhibition, hits mostly inhibitors. 6.9% of 360,000 active. AID 588342;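 also: plate controls were vehicle for no effect and reference inhibitor for full effect; nearly all actives have a fitted effect of over 55% in size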
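Purified P. pyralis luciferase (10nM final) with 10uM D-luciferin and 10uM ATP (Km levels) in 50mM Tris acetate pH 7.5, 10mM Mg acetate, 0.01% Tween-20, 0.05% BSA; qHTS 6-point titration, ~60 µM downward; luminescence read.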
NPC1 prom act = NPC1 promoter activation; 2.4% of 320,000 active; Potency, µM (highest dose often 9.22 µM), for inactives: at the top dose activation, actives largely listed as activators; Huh7 NPC1 promoter luciferase reporter, 24 h;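 also: % of control where 0% means no effect; nearly all actives have a fitted effect of over 60% in size; reporter is driven by a mutant NPC1 promoter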
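Luminescence read-out of NPC1 promoter-driven luciferase in stably transfected Huh7 cells; compounds delivered in DMSO and left 24 h at 37C, 5% CO2, qHTS titration format.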
MBNL1-CUG inh = inhibitors of human MBNL1 binding to CUG repeat RNA; 0.036% of 280,000 active; TR-FRET MBNL1-His/biotin-(CUG)12 binding, 665/545 ratio; Potency, µM (doses to about 57.5 µM), inactives show at the highest dose activity change, negative = inhibition, most hits filed as inhibitors; AID 2675; Q9NR56; active = well fitted inhibition curve with a large enough effect in the signal ratio, with a control signal flat, not every such curve was filed as active; inconclusive = small, poorly fitted or top-dose-only effect, or effect the other way, or a change in a side signal; inactive = no such curve, though single readings can be large or run the other way; the % refers to the signal ratio; also: % is scaled to controls: 0 for no effect and ±100 for the full control effect
Target sequence (Q9NR56 whole entry, looked up): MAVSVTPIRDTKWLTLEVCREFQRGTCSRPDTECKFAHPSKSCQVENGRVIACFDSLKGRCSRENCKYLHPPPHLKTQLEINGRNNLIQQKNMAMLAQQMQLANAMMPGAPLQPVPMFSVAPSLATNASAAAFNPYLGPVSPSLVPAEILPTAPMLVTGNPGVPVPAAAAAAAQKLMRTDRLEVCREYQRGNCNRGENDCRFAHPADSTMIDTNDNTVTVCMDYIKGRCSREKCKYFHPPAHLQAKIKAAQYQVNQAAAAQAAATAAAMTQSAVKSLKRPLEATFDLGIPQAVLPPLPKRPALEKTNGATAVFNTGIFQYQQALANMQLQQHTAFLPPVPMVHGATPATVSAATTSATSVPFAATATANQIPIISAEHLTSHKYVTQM
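MBNL1-His + Biotin-(CUG)12, cpd titration 92 nM–58 uM; Tb anti-His Ab 0.055 ng/ul, SA-XL665 5 nM (final); 60 min RT; ratiometric 665/545 nm, Ex 340 nm; normalized to buffer and full-complex controls.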
VP16 counter = inhibits Gal4-VP16 luciferase reporter, ROR gamma counter-screen; Drosophila S2 Gal4-VP16 UAS-luciferase, luminescence, 20 h; Potency, µM (highest dose often 53.6 µM), for the others: top-dose activity, negative = inhibition, most hits filed as inhibitors; 3.5% of 310,000 active; AID 2546;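 also: Gal4-VP16 expression switched on by copper sulfate through the metallothionein promoter; % is scaled to controls: 0 for no effect and ±100 for the full control effect; nearly all actives have a fitted effect of over 50% in size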
ELG1 genotoxic = induces genotoxicity in HEK293T cells with luciferase-tagged ELG1. HEK293T ELG1-luciferase reporter, luminescence, 16 h. Potency, µM (titrated, usually from 46 µM), inactives show at the highest dose activity change, positive = activation, most hits filed as activators. 1.3% of 330,000 active. AID 504466; also: % of control where 0% means no effect; nearly all actives have a fitted effect of over 60% in size
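16 hr compound incubation (37 °C, 5% CO2) of HEK293T cells carrying luciferase-tagged ELG1; luciferase then measured by ONE-Glo luminescence after 30 min at RT.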
* marks the source's active call; other numbers are inactive results; u = inconclusive; x = no result given; [ ] = another dose, or the depositor's remark. Unless noted, calls follow the shape of the dose curve; as a rule, active = well fitted curve in the direction sought with a large enough effect; inconclusive = small, poorly fitted or top-dose-only effect, or another doubt; inactive = no such curve, though single readings can be large; an effect the other way counts as inactive or inconclusive. Potency is read from the fitted curve at half-maximal effect. Some of the compounds tested; the hit share may differ from the screen's.

SMILES	p53 reactivation	uPA generation	BRCA1 expr act	MLL CXXC-DNA inh	RORgamma inh	Rab9 prom act	FLuc modulator	NPC1 prom act	MBNL1-CUG inh	VP16 counter	ELG1 genotoxic
CCc1ccccc1NC(=O)c1ccc(NCCc2ccccc2)c([N+](=O)[O-])c1	-3%	-1%	-15%	7%	-7%	-7%	-4%	-6%	4%	5%	-1%
CCOCCCNC(=O)c1ccc2c(c1)ncn2C1CCCC1	u	11%	u	-4%	u	-1%	u	-3%	2%	-15%	u
O=S(=O)(N/N=C\c1cccn1-c1ccccc1)c1ccc2ccccc2c1	1%	-5%	-10%	18%	25%	0%	6%	-2%	-7%	0%	0%
O=C(CS(=O)(=O)c1c[nH]c2ccccc12)Nc1ccc2c(c1)OCCO2	-2%	1%	u	7%	52%	22%	u	1%	3%	4%	5%
Cn1c2ccccc2c2nnc(SC3CCOC3=O)nc21 (stereo not given)	1%	1%	1%	-4%	3%	3%	u	-2%	24%	7%	-4%
O=C(CSc1nnnn1Cc1ccccc1)Nc1ccccc1	5%	-1%	-1%	-6%	u	-5%	4%	0%	-3%	-5%	0%
O=C(Nc1cccc(-n2cnnn2)c1)c1ccncc1	-5%	4%	-23%	-8%	-5%	2%	-1%	1%	-6%	-4%	-1%
CCOc1ccc(NC(=O)COc2nsnc2N2CCOCC2)cc1	1%	11%	-14%	-5%	-4%	-14%	4%	1%	-11%	-4%[10 µM]	3%
COc1ccc(C(=O)C2CCCN(Cc3cccn3-c3cccnc3)C2)cc1OC (stereo not given)	-3%	-2%	-18%	2%	17%	11%	1%	2%	1%	0%	-9%
COCCNC(=O)C1CCCN(S(=O)(=O)c2ccc3c(c2)CC(C)N3C(=O)C2CC2)C1 (stereo not given)	x	-10%	-9%	-1%	-3%	-3%	-1%	-1%	-10%	-1%	4%
COc1ccccc1-c1cc2ccccc2[nH]1	u	3%	42%	10%	6%	u	15µM*	30%	-7%	u	u
Cc1ccc(-n2c(C)nnc2SCC(=O)Nc2ccccc2)cc1	19%	1%	-8%	-7%	6%	-7%	3%	-1%	7%	-3%	0%
COC(=O)c1cc(NC(=O)c2ccccc2)c(=O)oc1/C=C/Nc1ccc(Oc2ccccc2)cc1	4%	0%	-26%	u	u	-2%	3%	-1%	x	2%	-6%
O=C(Nc1ccc(C(=O)N2CCOCC2)cc1)Nc1cccc(Cl)c1	u	9%	11µM*	7%	17%	30%	15µM*	u	-22%	-2%	-1%
O=C(N/C(=C\c1ccco1)C(=O)N1CCCC1)c1cccs1	-9%	x	0%	-9%	-25%	-3%	-2%	-2%	u	15%[0.365 µM]	7%
Cc1ccc(Cn2c(SCC(C)C)nc3c2c(=O)n(C)c(=O)n3C)cc1	2%	3%	-27%	12%	0%[0.365 µM]	-3%	-6%	0%	-4%	x	-1%
Cc1ccc(C(=O)NCC(=O)OCC(=O)Nc2ccc(Cl)cc2C(F)(F)F)cc1C	6%	-1%	-10%	-5%	-4%	0%	u	2%	-10%	-1%	-1%
Cc1cc(C(F)(F)F)n2nc(-c3cccs3)cc2n1	7%	-3%	24%	-8%	-2%	15%	u	16%	x	-10%	16%
CCCN=C(C)c1c(-c2ccccc2)[nH]n(-c2nc3ccccc3s2)c1=O	10%	-1%	47%	4%	2.5µM*	26%	u	u	-8%	-25%	-12%
COc1cccc2cc(C(C)N(CCCN3CCOCC3)C(=S)Nc3ccc(C)c(C)c3)oc12 (stereo not given)	7%	0%	-34%	4%	11µM*	2%	6%	-2%	-3%	u	2%
CCC(=O)Nc1cc2nn(-c3ccc(OC)cc3)nc2cc1C	u	u	38%	-7%	u	u	0.3µM*	0.1µM*	15%	u	0.41µM*
CCCc1ccc(OCc2ccc(C(=O)Nc3cccc(C)n3)o2)c(OC)c1	0%	-8%	u	6%	39%	15%	-19%	8%	4%	3%	-11%
CN(CC(=O)Nc1ccccc1N1CCOCC1)CC(=O)Nc1ccc(F)c(F)c1F	5%	0%	0%	-5%	29%	0%	-3%	0%	x	-15%	-2%
CN(Cc1ccccc1)C(=O)C1CCCN(Cc2ccc(Cl)cc2)C1 (stereo not given)	1%	-3%	-4%	2%	24%	-2%	-1%	0%	-19%	-1%	-5%
O=C(CSCc1nc2ccccc2[nH]1)Nc1ccc(Oc2ccccc2)cc1	4%	1%	-44%	2%	u	-7%	1%	1%	-2%	-19%	-3%
CCCNC(=O)N1CCN(c2nc(C(C)C)c3c(c2C#N)CC(C)(C)OC3)CC1	-4%	-96%	0%	-3%	-4%	0%	6%	-2%	13%	u	-7%
Cc1c(NC2(c3nnnn3-c3ccc(Br)cc3)CCCCC2)c(=O)n(-c2ccccc2)n1C	-2%	-6%	-24%	-1%	-43%	0%	4%	-3%	-6%	-27%	3%
COc1ccc(N2CCN(C(=O)c3cc(N4C(=O)C5C6CCC(C6)C5C4=O)ccc3Cl)CC2)cc1 (stereo not given)	-2%	-3%	-35%	1%	u	6%	-1%	0%	-4%	-9%	-8%
Cc1cc(-c2nn(-c3ccccc3F)cc2CN2CCCC(CO)C2)c(C)s1 (stereo not given)	9%	-1%	-35%	-25%	-2%	17%	u	18%	-10%	-2%	6%
O=C(COc1ccccc1Cl)NCCCN1CCOCC1	-2%	-2%	10%	1%	-15%	-5%	8%	0%	-2%	1%	3%

7 entries from above, with values under each structure.
Results follow in this order: p53 reactivation | uPA generation | BRCA1 expr act | MLL CXXC-DNA inh | RORgamma inh | Rab9 prom act | FLuc modulator | NPC1 prom act | MBNL1-CUG inh | VP16 counter | ELG1 genotoxic
- Cc1ccc(Cn2c(SCC(C)C)nc3c2c(=O)n(C)c(=O)n3C)cc1
 : 2% | 3% | -27% | 12% | 0%[0.365 µM] | -3% | -6% | 0% | -4% | x | -1%
- Cc1ccc(C(=O)NCC(=O)OCC(=O)Nc2ccc(Cl)cc2C(F)(F)F)cc1C
 : 6% | -1% | -10% | -5% | -4% | 0% | u | 2% | -10% | -1% | -1%
- Cc1cc(C(F)(F)F)n2nc(-c3cccs3)cc2n1
 : 7% | -3% | 24% | -8% | -2% | 15% | u | 16% | x | -10% | 16%
- CCCN=C(C)c1c(-c2ccccc2)[nH]n(-c2nc3ccccc3s2)c1=O
 : 10% | -1% | 47% | 4% | 2.5µM* | 26% | u | u | -8% | -25% | -12%
- COc1cccc2cc(C(C)N(CCCN3CCOCC3)C(=S)Nc3ccc(C)c(C)c3)oc12 (stereo not given)
 : 7% | 0% | -34% | 4% | 11µM* | 2% | 6% | -2% | -3% | u | 2%
- CCC(=O)Nc1cc2nn(-c3ccc(OC)cc3)nc2cc1C
 : u | u | 38% | -7% | u | u | 0.3µM* | 0.1µM* | 15% | u | 0.41µM*
- CCCc1ccc(OCc2ccc(C(=O)Nc3cccc(C)n3)o2)c(OC)c1
 : 0% | -8% | u | 6% | 39% | 15% | -19% | 8% | 4% | 3% | -11%

Going on with the list:
SMILES	p53 reactivation	uPA generation	BRCA1 expr act	MLL CXXC-DNA inh	RORgamma inh	Rab9 prom act	FLuc modulator	NPC1 prom act	MBNL1-CUG inh	VP16 counter	ELG1 genotoxic
CCn1c(=O)c(=O)[nH]c2cc(C(=O)NC3CCCC3)ccc21	1%	-2%	-2%	-1%	-4%	-2%	0%	-8%	-1%	-2%	-2%
COc1ccc(CNC(=O)c2cc(C)nc3ccccc23)cc1OC	-2%	2%	1%	-2%	-3%	-2%	0%	-2%	-1%	-16%	-1%
COC(=O)CSc1nc2cc(C)ccc2cc1C#N	x	-5%	u	18%	-14%	1.4µM*	13µM*	1.6µM*	28%	-5%	u
CC(NC(=O)c1ccc(Cl)cc1)c1nnc(SCC(=O)NC2=NCCS2)n1C (stereo not given)	1%	5%	-7%	0%	-20%	0%	5%	-4%	-2%	0%	3%
Cc1ccc(OC/C(=N\O)C(C)(C)C)c([N+](=O)[O-])c1	20%	-1%	94%	1%	7%	23%	u	23%	8%	3%	4%
Clc1ccccc1CN1CCSCC1	x	10%	0%	1%	-19%	0%	3%	-1%	-6%	-7%	0%
O=C1CC(c2ccco2)CC2=C1C=Nc1ccccc1N2 (stereo not given)	15%	-7%	4%	8%	1%	0%	3%	12%	-2%	-7%	-12%
Cc1ccc(NC(=O)[C@@H]2CCCN2C(=O)[C@@H]2Cc3ccccc3CN2)c(C)c1	4%	-10%	24%	1%	2%	3%	-11%	3%	-3%	22%	2%

From PubChem
